High-throughput results: PubChem, National Center for Advancing Translational Sciences (NCATS)
FEN1 inhibitor: inhibitors of human flap endonuclease 1 | Recombinant FEN1 flap cleavage, fluorescence, 15 min | Potency, µM (highest dose often 114 µM), inactives show at the highest dose activity change, negative = inhibition, most hits filed as inhibitors | 390,000 compounds, 0.35% hits; further: nearly all actives have a fitted effect of over 65% in size
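Enzyme 10 nM, 15 min RT preincubation with compound; start with substrate 50 nM final; reads at 0 and 15 min; qHTS titration, four-parameter Hill fit.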
GCN5L2 inh: inhibitors of human GCN5L2 histone acetyltransferase | GCN5L2 HAT assay, ThioGlo1 CoA-SH fluorescence | AID 504327 | Potency, µM (highest dose often 58.9 µM), without a hit: at the highest dose activity change, negative = inhibition, most hits filed as inhibitors | 390,000 compounds, 0.21% hits | Q92830
Target sequence (Q92830 whole entry, looked up): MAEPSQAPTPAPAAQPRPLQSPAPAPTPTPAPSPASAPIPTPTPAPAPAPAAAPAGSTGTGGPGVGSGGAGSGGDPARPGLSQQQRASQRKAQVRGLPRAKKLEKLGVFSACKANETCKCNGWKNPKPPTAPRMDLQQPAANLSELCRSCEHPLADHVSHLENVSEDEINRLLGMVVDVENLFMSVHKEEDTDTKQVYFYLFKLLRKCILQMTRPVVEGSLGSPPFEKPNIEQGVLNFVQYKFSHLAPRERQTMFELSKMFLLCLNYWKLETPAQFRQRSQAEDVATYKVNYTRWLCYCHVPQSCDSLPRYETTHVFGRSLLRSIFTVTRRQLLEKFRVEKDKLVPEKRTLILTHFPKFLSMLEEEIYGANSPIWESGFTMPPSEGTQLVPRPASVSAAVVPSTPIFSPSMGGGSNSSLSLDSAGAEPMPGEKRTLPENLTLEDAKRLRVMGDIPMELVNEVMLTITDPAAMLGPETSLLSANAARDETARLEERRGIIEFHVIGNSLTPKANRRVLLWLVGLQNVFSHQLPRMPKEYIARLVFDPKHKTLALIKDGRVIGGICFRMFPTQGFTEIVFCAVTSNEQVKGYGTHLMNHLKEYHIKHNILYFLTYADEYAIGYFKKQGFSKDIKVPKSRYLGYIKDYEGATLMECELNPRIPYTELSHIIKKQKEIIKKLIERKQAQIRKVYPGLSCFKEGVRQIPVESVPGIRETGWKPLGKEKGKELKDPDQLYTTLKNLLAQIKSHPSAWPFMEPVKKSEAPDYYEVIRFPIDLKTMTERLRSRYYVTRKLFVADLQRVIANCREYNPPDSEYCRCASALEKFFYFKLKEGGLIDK
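GCN5L2 (20nM final) in 50mM HEPES, 0.1mM EDTA pH 7.5, 0.01% Tween-20 was preincubated 15 min at room temperature with compound, then given ThioGlo1 (50uM), H3(1-25) peptide (75uM) and acetyl-CoA (70uM); CoA-thiol fluorescence (Ex340/Em540) was read at 0 and 20 min.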
N370S GC: N370S glucocerebrosidase modulation, Gaucher chaperone candidate. N370S GC spleen homogenate, 4MU-glucoside fluorescence. Potency, µM (highest dose often 59.4 µM), inactives show at the top dose activity change, negative = inhibition, actives largely listed as inhibitors. 330,000 compounds, 0.092% hits. AID 2101;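 further: 0% = full enzyme activity and -100% = no enzyme basal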
Numbers without * were called inactive; ? = inconclusive; / = not tested or not shown; & = joins results of further samples; [ ] = dose if it differs, or a comment. The call rests on the fitted dose curve; in most records, active means well fitted curve in the direction sought with a large enough effect; inconclusive means small, poorly fitted or top-dose-only effect, or another doubt; inactive means no such curve, though single readings can be large; an effect the other way counts as inactive or inconclusive. Unless noted, on the % scale 0 is the no-effect control and ±100 the full control effect; potency means the concentration at half of the fitted maximal effect. The list is partial, so the mix of outcomes need not match the whole.

SMILES | FEN1 inhibitor | GCN5L2 inh | N370S GC
CC[C@]12c3[nH]c4cc(CCC(=O)N(C)C)ccc4c3CCN1C(=O)[C@@H](CC(=O)NCCCn1ccnc1)C[C@@H]2C(=O)N1CCN(C(=O)c2ccco2)CC1 | -16.5% | 1.4% | /
Cc1cc(C)cc(OCC(O)Cn2nc(C)cc2C)c1 (stereo unspecified) | -1.8% | -3.2% | -0.7%
O=C(CSc1nnc2c(Cl)cc(Cl)cn12)NC1CCS(=O)(=O)C1 (stereo unspecified) | 1.8% | -12.8% | 9.2%[12.8 µM]
COc1ccc(CCNC(=O)c2cc(-c3cccs3)on2)cc1OC | 1.2% | -6.2% | 3.9%
CN1CCN(CCCCOc2ccc(F)cc2)CC1 | 27.3% | 1.3% | 10.1%
CC(C)CCNc1nnnc2c1sc1nc(N3CCOCC3)c3c(c12)CC(C)(C)SC3 | 2.8% | -3.6% | 4.2%
Cn1c(CNC(=O)c2ccco2)nnc1SCC(=O)Nc1ccccc1Cl | -1.7% | 1.7% | -6.5%
O=C(COC(=O)c1c[nH]c2ccccc12)Nc1cccc(F)c1 | -8.3% | -5.7% | /
Cc1ccc(N2CC3=C(C2=O)C(c2ccccc2)NC(=O)N3C)cc1 (stereo unspecified) | -7.0% | -2.6% | -16.5%
N#CCCN1CCN(C(CNS(=O)(=O)c2ccc(Cl)cc2)c2ccccc2)CC1 (stereo unspecified) | -13.6% | -4.2% | 5.3%[2.35 µM]
Cc1cccc(OCCOCCSc2ncccn2)c1 | -9.0% | 3.5% | 2.7%
COc1ccc(CCNc2cc(C)nc3c(-c4ccc(Cl)cc4)c(C)nn23)cc1OC | -4.2% | -17.1% | -18.5%
COc1cc(-c2nc3ccccc3c(=O)n2N)cc(OC)c1OC | 22.3% | 23.2% | 3.2%
CC(C)=CC(=O)Nc1ccc2c(c1)OCO2 | -3.5% | / | -3.4%
CC(C)c1ccc(C(C(=O)NC2CCCC2)N(C(=O)c2csnn2)C2CC2)cc1 (stereo unspecified) | -5.4% | -5.2% | -6.8%
CCCCn1c(N)c(N(CCOC)C(=O)c2ccc3c(c2)C(=O)N(c2ccccc2Cl)C3=O)c(=O)[nH]c1=O | -11.2% | -3.0% | /
CCCCCCCC/C=C\CCCCCCCC(=O)NCCO | ? | -21.0%&-13.5% | -7.2%&-19.2%&-8.0%&6.3%&-8.0%
O=C(COc1ccc(F)cc1Br)NCc1ccccn1 | 1.0% | / | 2.0%
O=C(Nc1ccc(Cl)cc1Cl)C1CCCO1 (stereo unspecified) | 8.0% | -2.9% | -3.1%
Cc1cccc(-n2c(-c3ccccc3)c[nH]c2=S)c1C | -3.9% | -6.5% | -1.0%
S=c1[nH]nc(-c2cccnc2)n1-c1ccc2c(c1)OCCO2 | 7.6% | -2.6% | -6.2%
C1CCc2c(nc3nnnn3c2NC2CCCC2)C1 | -9.3% | -14.2% | -3.5%
O=C(Nc1ccccc1)c1c(F)cccc1F | -10.3% | -0.1% | -25.9%
Cc1nn(-c2cccc(C(=O)O)c2)c(C)c1[N+](=O)[O-] | 3.4% | -7.2% | 7.8%
O=C(CN1C(=O)c2cccc3cccc1c23)N1CCc2ccccc2C1 | -4.8% | -4.8% | -2.8%
O=C(c1ccco1)N1CCN(C(=O)C2Cc3ccccc3CN2S(=O)(=O)c2ccc(F)cc2)CC1 (stereo unspecified) | -6.2% | -5.2% | 0.4%
CCCCNS(=O)(=O)c1ccc(NC(=O)Cc2ccccc2[N+](=O)[O-])cc1 | 0.5% | -18.5% | -11.1%
CC(C)c1ccc(NC(=O)C2CCN(c3nc(-c4ccc(C(C)C)cc4)no3)CC2)cc1 | -2.4% | -5.7% | /
Cc1nc(C(=O)NCCO)cc2c1[nH]c1ccccc12 | ? | 6.5% | -10.6%
CCc1cccc(CC)c1NC(=O)c1ccccc1CCc1ccccc1 | -1.5% | 13.2% | -3.6%
Cc1cc(C)nc(-n2nc(C)cc2NC(=O)COC(=O)CCC(=O)c2cccs2)n1 | 2.5% | -5.0% | 14.7%
CCN(CC(=O)Nc1c(F)cccc1F)C(=O)/C=C/c1ccc(OCC#N)c(OC)c1 | 6.4% | -0.6% | -1.0%
O=C(COC(=O)c1cccnc1Nc1ccccc1F)NCc1ccc2c(c1)OCO2 | -3.1% | -3.3% | -2.3%
O=C(COC(=O)c1ccc[nH]c1=O)Nc1ccc2c(c1)OC(F)(F)O2 | 1.7% | -2.0% | -1.5%
COc1ccc(-n2c(C)c(C)c3c(NCCO)ncnc32)cc1 | 2.1% | -16.0% | -10.2%
CC(C)(C)CN1CCN(CC#Cc2ccccc2)CC1CCO (stereo unspecified) | 0.8% | -6.1% | -8.8%
COC(=O)c1ccccc1NC(=O)Cn1c(=O)n(CCCC(=O)NCc2ccccc2OC)c(=O)c2ccccc21 | -11.6% | -1.2% | /
COc1ccc(OCCCC(=O)OC(C)C(=O)Nc2ccc(NC(C)=O)cc2)cc1 (stereo unspecified) | -0.6% | -2.8% | -0.9%
CC(C)(C)NC(=O)c1cnn(-c2ccccc2)c1NC(=O)c1ccccc1 | 9.6% | -8.1%[0.501 µM] | 4.8%
CCOc1ccc(NS(=O)(=O)c2cc3c4c(c2)CCN4C(=O)CC3)cc1 | -3.9% | -3.1% | 1.1%
CCOc1ccc2c(c1)c(N=NC(N)=S)c(O)n2C | 14.3% | ? | -15.8%
Cc1cccc(Nc2cc(=O)[nH]c(=O)[nH]2)c1 | 6.1% | 1.9% | 3.3%
O=C(COC(=O)C1CC2CCCC(C1)C2=O)NC1CCCCC1 (stereo unspecified) | -3.0% | -7.9% | /
Cc1nc2nc(-c3ccco3)[nH]n2c(=O)c1Cc1ccccc1 | 3.2% | -0.2% | -4.7%
Oc1ccc(/C=N/N(Cc2ccccc2)c2ccccc2)cc1 | -15.1% | -8.7% | 7.0%
CCN1C(=O)[C@H]2[C@@H](c3ccc(C)cc3)N3C(=O)N(c4cccc(F)c4)C(=O)[C@@]3(CC)[C@H]2C1=O | -1.3% | -0.6% | -2.5%
Cn1c(=O)c2c(nc(NCCNC(=O)c3ccco3)n2Cc2ccc(Cl)cc2Cl)n(C)c1=O | -1.9% | -2.8% | 6.5%
C[C@@H]1CC2OC(=O)[C@@]3(C)C(=O)CC[C@@](C)(C23)[C@@]1(O)CCc1ccoc1 (stereo partly specified) | -16.5% | 3.0% | -9.1%

Part of the list above, reduced to N370S GC and GCN5L2 inh:
molecule	N370S GC	GCN5L2 inh
Cn1c(=O)c2c(nc(NCCNC(=O)c3ccco3)n2Cc2ccc(Cl)cc2Cl)n(C)c1=O	6.5%	-2.8%
Oc1ccc(/C=N/N(Cc2ccccc2)c2ccccc2)cc1	7.0%	-8.7%

Back to the main list; the 6 compounds before the break are reprinted first.
SMILES | FEN1 inhibitor | GCN5L2 inh | N370S GC
O=C(COC(=O)C1CC2CCCC(C1)C2=O)NC1CCCCC1 (stereo unspecified) | -3.0% | -7.9% | /
Cc1nc2nc(-c3ccco3)[nH]n2c(=O)c1Cc1ccccc1 | 3.2% | -0.2% | -4.7%
Oc1ccc(/C=N/N(Cc2ccccc2)c2ccccc2)cc1 | -15.1% | -8.7% | 7.0%
CCN1C(=O)[C@H]2[C@@H](c3ccc(C)cc3)N3C(=O)N(c4cccc(F)c4)C(=O)[C@@]3(CC)[C@H]2C1=O | -1.3% | -0.6% | -2.5%
Cn1c(=O)c2c(nc(NCCNC(=O)c3ccco3)n2Cc2ccc(Cl)cc2Cl)n(C)c1=O | -1.9% | -2.8% | 6.5%
C[C@@H]1CC2OC(=O)[C@@]3(C)C(=O)CC[C@@](C)(C23)[C@@]1(O)CCc1ccoc1 (stereo partly specified) | -16.5% | 3.0% | -9.1%
CCCCc1nnc(SCCSc2nnc(CCCC)n2N)n1N | 0.1% | 1.9% | 2.4%
COc1ccc(-c2c(O)c(C#N)c(-c3ccccc3)n(-c3ccc(OC)cc3)c2=O)cc1 | -2.4% | -6.6% | -27.2%
O=C1C2=C(Nc3ccccc3SC2c2ccccc2C(F)(F)F)c2ccccc21 (stereo unspecified) | -21.3% | -10.7% | /
COc1ccc(F)cc1S(=O)(=O)N1CC(C)CC(C)C1 (stereo unspecified) | 2.0% | -4.5% | 9.5%
O=C(CSc1nnc(Cc2ccccc2)n1-c1ccccc1)NNC(=O)Cc1ccccc1 | -5.8% | -7.3% | -2.9%
Cc1ccc(NC(=O)Cn2c(O)c(N=NC(=O)c3cc([N+](=O)[O-])ccc3O)c3ccccc32)cc1 | / | -5.5% | 0.6%
CCOC(=O)C1CCN(c2c(NCc3ccc(C(=O)Nc4ccc(C)cc4)cc3)c(=O)c2=O)CC1 | -11.3% | -3.4% | -1.7%
CC(OC(=O)CN1C(=O)NC(C)(C)C1=O)C(=O)c1ccccc1 (stereo unspecified) | -10.4% | -4.4% | 0.8%
O=C(Cn1c(=O)n(Cc2ccco2)c(=O)c2ccccc21)NCC1CCCO1 (stereo unspecified) | 4.4% | -7.3% | 6.5%
Cc1ccc(S(=O)(=O)NC(C)C(=O)N2CCOCCOCCOCCOCC2)cc1 (stereo unspecified) | 0.1% | -2.1% | 1.2%
Cc1cc(C)n(CCc2nc(-c3ccco3)cs2)n1 | -27.7% | -22.9% | 8.3%
CC(C)(C)C(CCl)C(=O)NN=C(c1ccccc1)c1ccccc1 (stereo unspecified) | -22.2% | -6.4% | /
O=S(=O)(/N=C(/Nc1nc2ccccc2s1)c1ccccc1)c1ccc(F)cc1 | -3.5% | 1.7% | 11.3%
N#C/C(=C(/O)c1ccc(-c2cccc([N+](=O)[O-])c2)o1)c1nc2ccccc2s1 | -9.6% | ? | -0.7%
Cc1c(-c2cccc(NC(=O)Nc3ccc(Cl)cc3)c2)nc2ncccn12 | 1.5% | -19.3% | /
O=C1CC(c2cccs2)Cc2nc(NCC3CCCO3)ncc21 (stereo unspecified) | -2.4% | -5.3% | -6.8%
O=C(Cn1cccc1)Nc1ccc(OC(F)(F)F)cc1 | -19.4% | -3.0% | 9.5%
COc1cc(Cl)c(C)cc1NC(=O)CCCN1C(=O)C(c2ccccc2)Oc2cccnc21 (stereo unspecified) | -0.4% | -5.7% | /
COc1cccc(Nc2nc(C)nc3c2oc2ccccc23)c1 | -0.9% | 4.3% | -2.7%
O=C(NCc1ccc(Cl)cc1)c1ccc(OCC2CCCO2)cc1 (stereo unspecified) | 2.2% | -7.7% | ?
O=C(Nc1ccc(-c2nc3cc(Cl)ccc3o2)cc1)C1CCCO1 (stereo unspecified) | -1.0% | -1.9% | -0.3%
COc1ccccc1CNC(=O)c1ccc2c(c1)N(Cc1cccc(C)c1)C(=O)c1ccccc1S2(=O)=O | -10.4% | -6.3% | /
O=C(CNc1ccc(F)cc1)N/N=C/c1c(O)ccc2ccccc12 | -21.8% | -7.8% | -7.4%
Cc1ccc(-c2noc(CCC(=O)NCC3CCCO3)n2)cc1 (stereo unspecified) | -4.4% | -4.8% | 13.2%
COC(=O)CCCNC(=O)c1ccc2nc(Cc3ccc(OC)cc3)oc2c1 | 17.1% | -1.9% | 1.5%
COc1ccc(Nc2ccc([N+](=O)[O-])cn2)cc1 | 4.3% | -7.1% | -1.0%
CCOC(=O)c1ccc(N/C=C2\CCCCC2=O)cc1 | 2.1% | -1.2% | -6.7%
COc1ccccc1OCc1ccc(C(=O)N2CCOCC2)o1 | 1.4% | 1.9% | 0.0%
Nc1ccc(Nc2ccccc2)c(S(=O)(=O)O)c1 | -0.5% | -17.5% | 5.0%
O=C(c1cccc(C(F)(F)F)c1)N1CCC(O)(CS(=O)(=O)Cc2ccccc2)CC1 | -15.1% | -5.6% | -0.3%
O=C(CSc1nnc(C2CC2)n1Cc1ccco1)NCC(F)(F)F | 6.6% | -4.1% | -0.3%
COc1ccccc1-c1nc(S(=O)(=O)c2ccccc2)c(N2CCCCC2)o1 | -2.5% | -6.7% | 26.9%
COC(=O)c1[nH]c2cc(OC)c(OC)cc2c1NC(=O)CN1C[C@H]2C[C@@H](C1)c1cccc(=O)n1C2 | 6.4% | -2.0% | /
CCOc1ccc2nc(SCC(=O)NCc3ccc4c(c3)OCO4)[nH]c2c1 | -4.1% | -1.6% | -14.2%
CCOC(=O)C1=C(C)N=c2s/c(=C\C(=O)OC)c(=O)n2C1c1ccc(OC)cc1 (stereo unspecified) | -6.1% | 0.4% | -0.7%
CCN(CC)c1ccc(/C=C2\CCC(/C=C(\C#N)C(=O)Nc3ccccc3F)=C2N2CCOCC2)cc1 | -11.5% | -12.1% | 3.0%
O=C(CSc1nnc(-c2n[nH]c3ccccc23)n1-c1ccccc1)Nc1ccccc1Cl | ? | -9.2% | -17.4%
Cc1cc(NC(=O)CSc2nc(=O)cc(N)n2-c2ccc(Cl)cc2)no1 | -0.1% | -9.8% | -7.5%
Cc1cccc(-n2c(CNC(=O)c3ccccc3)nnc2SCC(=O)Nc2nccs2)c1 | 16.3% | -16.9% | -5.9%
COCCOCCn1cnc2ccccc21 | 2.1% | -5.9% | -5.6%[12.8 µM]
